Screening data: PubChem BioAssay, The Scripps Research Institute Molecular Screening Center
TAAR1 antag: human TAAR1 antagonists, primary screen, Fluo-8 calcium fluorescence, CHO RD-HGA16 cells | AID 624466, 2012 | inhibition, % at 3 µM | antagonist | 360,000 tested, 1.5% active | Trace amine-associated receptor 1 (Homo sapiens), Q96RJ0;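 active = inhibition above a per-plate cutoff, the mean inhibition of test compounds on that plate plus 3 SD, cut at about 49% in these data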;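 note: 0% = DMSO plus EC80 beta-PEA response and 100% = DMSO alone without agonist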
Target sequence (Q96RJ0 whole entry, looked up): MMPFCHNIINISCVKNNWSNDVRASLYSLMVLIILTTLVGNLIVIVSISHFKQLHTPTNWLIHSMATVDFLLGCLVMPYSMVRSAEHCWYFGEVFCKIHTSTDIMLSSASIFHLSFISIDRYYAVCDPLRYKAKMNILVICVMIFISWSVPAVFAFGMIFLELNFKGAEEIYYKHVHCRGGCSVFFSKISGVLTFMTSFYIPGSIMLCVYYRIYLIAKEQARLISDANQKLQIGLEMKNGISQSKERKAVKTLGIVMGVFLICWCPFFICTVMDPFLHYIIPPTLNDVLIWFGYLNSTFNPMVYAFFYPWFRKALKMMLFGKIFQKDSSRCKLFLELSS
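Test system: CHO RD-HGA16 cells bearing hTAAR1 | Reagent: β-PEA, EC80 | Compound dosing: 3 µM, single point | Schedule: Dye loading 75 min at 37 °C, then 30 min room temperature | Signal: Calcium fluorescence with Fluo-8 | Evaluation: Percent inhibition of PEA-evoked calcium signal, max/basal emission ratio | Control set: DMSO-only wells and EC80 β-PEA-stimulated wells | Repeats: Singlicate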
CHO parental Ca: ATP-evoked calcium signal inhibitors, parental CHO, primary screen, counter-screen for OX1R antagonist project, cell-based, fluorescence, Fluo-8 calcium dye. parental CHO-K1, ATP-induced calcium, Fluo-8 fluorescence. 330,000 tested, 0.63% active. inhibition, % at 5.6 µM;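 active = inhibition above that plate's mean sample inhibition plus 3 SD, cut at about 26% in these data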;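 note: 0% = ATP-challenged DMSO wells and 100% = DMSO wells without ATP; some compounds past the cut are filed as inactive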
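Assay system: untransfected parental CHO cell line. Also added: ATP agonist challenge. Dosing: one dose, 5.6 µM nominal. Measured by: Fluo-8 fluorescence. Read-out: % inhibition. Benchmarks: ATP wells versus no-ATP DMSO wells. Repeats: no replicates.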
TAAR1 ag: human TAAR1 agonists, primary screen, Fluo-8 calcium fluorescence, CHO RD-HGA16 cells | vehicle wells 0%, saturating PEA agonist 100% | 360,000 tested, 0.99% active | activation, % at 3 µM | AID 624467, 2012 | Trace amine-associated receptor 1 (Homo sapiens), Q96RJ0;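 active = activation above the mean activation of all test compounds in the run plus 3 SD, cut at about 38% in these data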
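Test system: RD-HGA16 (CHO) cells co-expressing Gα16 and hTAAR1 | Doses: Single dose, 3 µM | Schedule: 17-24 h seeding, 75 min 37 °C dye, 30 min RT | Evaluation: % activation from peak over basal fluorescence ratio, DMSO-to-PEA scaled | Technique: Kinetic Fluo-8 calcium fluorescence | Benchmarks: Low control DMSO, high control PEA (EC100)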
M1 ag: human M1 muscarinic receptor agonists, primary screen, Fluo-8 calcium fluorescence, CHO-K1 cells, HTS. Muscarinic acetylcholine receptor M1 (Homo sapiens), P11229. CHO-K1 hM1, agonist mode; 0% DMSO, 100% acetylcholine EC100. activation, % at 3 µM. 360,000 tested, 0.33% active;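 active = activation above the run's mean compound activation plus 3 SD, cut at about 16% in these data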;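 note: peak over basal fluorescence ratio within a 140 s kinetic read after compound addition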
OXTR potentiator: human OXTR potentiators, primary screen, fluorescence, CHO-OTR cells, Fluo-8 calcium. 320,000 tested, 0.061% active. activation, % at 3 µM. Fluo-8 calcium fluorescence, potentiator mode; 0% = oxytocin EC15, 100% = EC100;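 active = activation above that plate's cutoff, the mean activation of tested compounds plus 3 SD, cut at about 6.6% in these data, passing the limit was not always enough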;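 note: 100% uses oxytocin at 75 nM as the full agonist control; some results filed as inactive read as strong as hits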
Target sequence (P30559 whole entry, looked up): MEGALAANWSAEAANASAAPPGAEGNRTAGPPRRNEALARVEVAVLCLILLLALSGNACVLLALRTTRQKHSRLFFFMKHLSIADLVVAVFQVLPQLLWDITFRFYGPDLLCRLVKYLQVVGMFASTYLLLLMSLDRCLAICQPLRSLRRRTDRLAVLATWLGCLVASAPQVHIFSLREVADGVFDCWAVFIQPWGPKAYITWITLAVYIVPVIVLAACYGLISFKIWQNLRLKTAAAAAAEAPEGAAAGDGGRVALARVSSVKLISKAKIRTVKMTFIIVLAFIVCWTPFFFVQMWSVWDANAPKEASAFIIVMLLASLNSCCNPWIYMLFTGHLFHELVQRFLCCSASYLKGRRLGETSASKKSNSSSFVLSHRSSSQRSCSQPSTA
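test system = CHO-OTR cells, human receptor | compound = single-point 3.0 µM | schedule = 6 min compound pre-incubation at room temperature, 100 s kinetic read | signal = Fluo-8 no-wash calcium dye fluorescence, excitation 470-495 nm, emission 515-575 nm | repeats = single well per compound, singlicate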
CHO-K1 Ca antag: nonselective inhibitor or artifact in parental CHO-K1 cells; AID 602250; inhibition, % at 3 µM; ATP-induced calcium, Fluo-8 fluorescence; 360,000 tested, 0.6% active;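 active = inhibition above a per-plate cutoff, the plate's mean sample inhibition plus 3 SD, cut at about 24% in these data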;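 note: 0% = DMSO plus EC80 ATP and 100% = DMSO alone without ATP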
M1 PAM parental: nonselective calcium activators in parental CHO-K1 cells, primary screen, counter-screen for M1 PAM project, cell-based, Fluo-8 calcium fluorescence, full deck, 1536-well; ATP EC20; 0% at ATP EC20, 100% at ATP max; activation, % at 3 µM; 360,000 tested, 0.02% active; AID 602247, 2012;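 active = activation above the run cutoff, the mean activation of all test compounds plus 3 SD, cut at about 40% in these data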;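 note: peak over basal fluorescence ratio in a 140 s read after ATP addition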
V1aR counter: agonists of human V1a receptor, primary screen, counter-screen for OXTR agonist project, fluorescence, CHO-V1R cells; Vasopressin V1a receptor (Homo sapiens), P37288; Fluo-8 calcium fluorescence, agonist mode; 0% DMSO, 100% 3 nM vasopressin; activation, % at 3 µM; 320,000 tested, 0.25% active;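 active = activation above the mean activation of all tested compounds plus 3 SD, per screening run, cut at about 20% in these data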;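 note: signal is peak over basal fluorescence ratio across a 100 second FLIPR read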
CHO-K1 Ca ag: counter-screen for M1 agonists: effect in parental CHO-K1 cells. 360,000 tested, 0.48% active. Fluo-8 calcium fluorescence; scaled to maximal ATP response, vehicle zero. activation, % at 3 µM; in the data active = activation above about 15%;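 note: untransfected CHO-K1 host cells lacking M1 receptor as counterscreen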
Numbers without * were called inactive. Compounds as they come; any-hit rate near 3.3%.

Screening COc1ccc(CCC(=O)Nc2ncc(C)s2)cc1OC returned TAAR1 antag 4.3, CHO parental Ca -19.2, TAAR1 ag 0.2, M1 ag -3.3, OXTR potentiator 0.2, CHO-K1 Ca antag -8.7, M1 PAM parental -9.8, V1aR counter 0.3 and CHO-K1 Ca ag 0.0.
Screening CCc1c(C(=O)N2CCCN(C)CC2)csc1C returned TAAR1 antag -4.7, CHO parental Ca -10.5, TAAR1 ag 0.3, M1 ag -4.7, OXTR potentiator -4.5, CHO-K1 Ca antag -2.9, M1 PAM parental -19.8, V1aR counter 0.1 and CHO-K1 Ca ag 0.6.
For CSCC[C@H](NC(=O)Cc1c(C)c2c(cc(C)c3c(C)c(C)oc32)oc1=O)C(=O)O the results were TAAR1 antag 5.6, TAAR1 ag 0.9, M1 ag -3.3, CHO-K1 Ca antag -13.9, M1 PAM parental 12.3 and CHO-K1 Ca ag 1.1.
For CCC1N=C(SC)NC(C)=C1C(=O)c1ccccc1 (configuration not stated) the results were TAAR1 antag -11.1, CHO parental Ca -10.4, TAAR1 ag 5.1, M1 ag -4.8, OXTR potentiator -11.3, CHO-K1 Ca antag -16.9, M1 PAM parental 19.8, V1aR counter 0.1 and CHO-K1 Ca ag 0.6.
For CCOC(=O)c1ccccc1NC1c2ccccc2C(=O)N1C1CCN(C(=O)OCC)CC1 (configuration not stated) the results were TAAR1 antag -9.7, CHO parental Ca -7.5, TAAR1 ag -2.6, M1 ag 1.7, OXTR potentiator -2.7, CHO-K1 Ca antag 19.2, M1 PAM parental 0.0, V1aR counter -1.8 and CHO-K1 Ca ag 1.0.
Cc1nc(NC(=O)CCc2ccccc2)ccc1Br was read as TAAR1 antag 5.4, CHO parental Ca -8.6, TAAR1 ag 6.7, M1 ag -4.4, OXTR potentiator -1.1, CHO-K1 Ca antag 5.9, M1 PAM parental 1.4, V1aR counter -1.5 and CHO-K1 Ca ag -0.2.
Screening Cc1ccc(OCC(=O)N/N=C/c2cccn2C)cc1C returned TAAR1 antag -5.5, CHO parental Ca 2.2, TAAR1 ag 2.5, M1 ag -1.6, OXTR potentiator -6.6, CHO-K1 Ca antag 3.2, M1 PAM parental -9.0, V1aR counter -0.4 and CHO-K1 Ca ag 4.0.
Screening Cc1ccc(S(=O)(=O)N2CCC(NC(=O)OC(C)C)CC2)cc1 returned TAAR1 antag 22.6, CHO parental Ca -8.6, TAAR1 ag 6.7, M1 ag -9.3, OXTR potentiator -21.4, CHO-K1 Ca antag -0.4, M1 PAM parental 15.5, V1aR counter -0.2 and CHO-K1 Ca ag 0.0.
`Nn1c(Cc2ccc(F)cc2)n[nH]c1=S` gave TAAR1 antag -0.5, CHO parental Ca -12.2, TAAR1 ag 6.0, M1 ag -0.8, OXTR potentiator -5.9, CHO-K1 Ca antag 1.1, M1 PAM parental -4.7, V1aR counter 0.1 and CHO-K1 Ca ag 0.5.
Screening CC1CN(C(=O)c2cc(F)c(F)cc2Cl)CC(C)O1 (configuration not stated) returned TAAR1 antag -10.4, CHO parental Ca -4.5, TAAR1 ag 1.3, M1 ag -2.0, OXTR potentiator 0.7, CHO-K1 Ca antag -40.2, M1 PAM parental 12.4, V1aR counter -0.3 and CHO-K1 Ca ag 0.0.
Screening O=C(Cc1ccccc1)Nc1ccc(NC(=O)c2cccnc2)cc1 returned TAAR1 antag -12.7, CHO parental Ca -1.8, TAAR1 ag 4.2, M1 ag -1.4, OXTR potentiator -9.0, CHO-K1 Ca antag -5.1, M1 PAM parental 9.3, V1aR counter -0.3 and CHO-K1 Ca ag 0.6.
Screening CCOc1ccc(C(C)=O)cc1COC(=O)c1cccnc1SC returned TAAR1 antag -11.5, CHO parental Ca -28.5, TAAR1 ag -1.4, M1 ag -8.9, OXTR potentiator -3.6, CHO-K1 Ca antag 0.0, M1 PAM parental 18.6, V1aR counter -0.7 and CHO-K1 Ca ag 2.7.
COc1ccc(OC)c(NC(=O)CCNS(=O)(=O)c2cc(Br)cnc2N)c1 was read as TAAR1 antag 0.3, CHO parental Ca -6.9, TAAR1 ag 1.1, M1 ag -3.5, OXTR potentiator -11.9, CHO-K1 Ca antag -15.2, M1 PAM parental 5.1, V1aR counter 0.1 and CHO-K1 Ca ag 2.4.
`Cc1cc(SCC(=O)c2cccs2)nc2ccccc12` gave TAAR1 antag -2.4, CHO parental Ca -12.5, TAAR1 ag 1.0, M1 ag -9.8, OXTR potentiator 0.9, CHO-K1 Ca antag -10.9, M1 PAM parental 21.7, V1aR counter -0.4 and CHO-K1 Ca ag 1.0.
For CCCCn1c(SCC(=O)NC2CCS(=O)(=O)C2)nnc1-c1ccc(OC)cc1 (configuration not stated) the results were TAAR1 antag -8.9, CHO parental Ca -1.4, TAAR1 ag 0.8, M1 ag -3.1, OXTR potentiator 0.5, CHO-K1 Ca antag -6.4, M1 PAM parental 0.8, V1aR counter 1.9 and CHO-K1 Ca ag 1.7.
O=C(NCC1CCCO1)c1cc2c(s1)CCCC2 (configuration not stated) was read as TAAR1 antag -13.9, CHO parental Ca -9.6, TAAR1 ag -2.9, M1 ag -4.4, OXTR potentiator 7.5, CHO-K1 Ca antag -15.1, M1 PAM parental 16.7, V1aR counter -0.2 and CHO-K1 Ca ag 0.0.
COc1cc(/C=C(\C#N)C(=O)NC(C)C)cc(Cl)c1O was read as TAAR1 antag -43.1, CHO parental Ca 0.8, TAAR1 ag -0.2, M1 ag 1.3, OXTR potentiator -20.6, CHO-K1 Ca antag -4.2, M1 PAM parental 10.3, V1aR counter 0.7 and CHO-K1 Ca ag 0.3.
COc1ccc(C2CC(c3cccs3)=NN2C(=O)CCl)cc1OC (configuration not stated) was read as TAAR1 antag 0.4, CHO parental Ca -23.1, TAAR1 ag 2.4, M1 ag -1.2, OXTR potentiator -12.8, CHO-K1 Ca antag -15.9, M1 PAM parental 3.1, V1aR counter 1.8 and CHO-K1 Ca ag 0.9.
For CCN(CC)S(=O)(=O)c1ccc(N2CC(C(=O)NCCc3ccc(Cl)cc3)CC2=O)cc1 (configuration not stated) the results were TAAR1 antag 6.2, CHO parental Ca -14.7, TAAR1 ag 4.2, M1 ag -7.4, OXTR potentiator -7.0, CHO-K1 Ca antag -15.3, M1 PAM parental -10.0, V1aR counter 2.5 and CHO-K1 Ca ag 2.6.
`O=C(Oc1ccc(Cl)c2ccccc12)N1CCCCC1` gave TAAR1 antag 11.2, CHO parental Ca -10.8, TAAR1 ag 18.2, M1 ag -4.3, OXTR potentiator -12.9, CHO-K1 Ca antag -11.2, M1 PAM parental 17.1, V1aR counter -0.4 and CHO-K1 Ca ag 1.3.
`Cc1ccc(C(=O)Nc2ccccc2N2CCCCC2)o1` gave TAAR1 antag -1.8, CHO parental Ca -19.6, TAAR1 ag 10.2, M1 ag 1.5, OXTR potentiator -3.3, CHO-K1 Ca antag -19.1, M1 PAM parental 26.3, V1aR counter -1.3 and CHO-K1 Ca ag -0.1.
`Cc1ccc(S(=O)(=O)N/N=C/c2c(C)nn(-c3ccccc3)c2C)cc1` gave TAAR1 antag 20.1, CHO parental Ca -19.9, TAAR1 ag 10.9, M1 ag 0.5, OXTR potentiator -19.0, CHO-K1 Ca antag -6.9, M1 PAM parental 9.7, V1aR counter 11.6 and CHO-K1 Ca ag 0.7.
CN(c1cccc(NC(=O)c2ccccc2N(C)S(=O)(=O)c2ccccc2)c1)S(C)(=O)=O was read as TAAR1 antag 0.3, CHO parental Ca -23.2, TAAR1 ag 5.7, M1 ag -7.5, OXTR potentiator -10.8, CHO-K1 Ca antag -5.4, M1 PAM parental 4.5, V1aR counter 0.2 and CHO-K1 Ca ag 0.4.
Screening CC1CCCC(NC(=O)COC(=O)c2ccc(Cl)nc2)C1C (configuration not stated) returned TAAR1 antag -17.7, CHO parental Ca -20.3, TAAR1 ag 3.4, M1 ag -2.8, OXTR potentiator -2.2, CHO-K1 Ca antag 8.2, M1 PAM parental -6.7, V1aR counter 0.5 and CHO-K1 Ca ag -0.4.
For COc1ccccc1N(Cc1cc2cccc(C)c2[nH]c1=O)C(=O)C(C)C the results were TAAR1 antag -13.6, CHO parental Ca -35.9, TAAR1 ag 11.7, M1 ag -0.2, OXTR potentiator 0.2, CHO-K1 Ca antag -5.7, M1 PAM parental 12.5, V1aR counter 0.8 and CHO-K1 Ca ag 2.0.
N#C/C(=C/c1cn(CC(=O)O)c2ccccc12)C(=O)NCc1ccccc1 was read as TAAR1 antag 23.1, CHO parental Ca -2.4, TAAR1 ag -0.3, M1 ag -4.6, OXTR potentiator -3.0, CHO-K1 Ca antag -0.9, M1 PAM parental 10.3, V1aR counter -0.8 and CHO-K1 Ca ag 1.7.
For COc1ccccc1N1CCN(Cc2ccc(C(=O)O)cc2)CC1 the results were TAAR1 antag -5.2, CHO parental Ca -6.3, TAAR1 ag 3.5, M1 ag -1.2, OXTR potentiator -6.9, CHO-K1 Ca antag -3.2, M1 PAM parental 11.8, V1aR counter 0.8 and CHO-K1 Ca ag 0.0.
O=C(c1ccc(-c2ccccc2)cc1)N1CCC(C(=O)N2CCCC2)CC1 was read as TAAR1 antag 10.4, CHO parental Ca -17.1, TAAR1 ag 0.0, M1 ag -6.5, OXTR potentiator -2.2, CHO-K1 Ca antag -6.3, M1 PAM parental 8.3, V1aR counter 0.7 and CHO-K1 Ca ag -0.1.
`COc1cc(OC)cc(C(=O)NC(C(=O)NNC(=O)c2cc(Cl)ccc2OC)C(C)C)c1` (configuration not stated) gave TAAR1 antag -13.7, CHO parental Ca -17.2, TAAR1 ag -0.2, M1 ag -7.7, OXTR potentiator -2.5, CHO-K1 Ca antag -12.5, M1 PAM parental 24.1, V1aR counter -0.5 and CHO-K1 Ca ag -0.8.
